NPC1 promoter act: activators of NPC1 promoter; Huh7 NPC1 promoter luciferase reporter, 24 h; Potency, µM (top dose mostly 9.22 µM), for the others: at the top dose activation, most hits filed as activators; actives 2.4% (n = 320,000); AID 485313;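 also: potency is read from the fitted curve at half-maximal effect; % of control where 0% means no effect; nearly all actives have a fitted effect of over 60% in size; reporter is driven by a mutant NPC1 promoter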
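Quantitative HTS used a cell-based reporter: Huh7 cells stably bearing the NPC1 promoter upstream of luciferase were treated with compounds for 24 h, and promoter activation was read as luminescence.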
Rab9 prom act: activates the Rab9 promoter; Huh7 Rab9 promoter-luciferase reporter, luminescence, 24 h; Potency, µM (top dose mostly 9.22 µM), for the others: top-dose activation, negative = inhibition, most hits filed as activators; actives 2.8% (n = 320,000); also: potency is read from the fitted curve at half-maximal effect; % of control where 0% means no effect; nearly all actives have a fitted effect of over 60% in size
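Luminescence read-out: Huh7 cells stably expressing Rab9-luciferase, treated 24 h with compound at 37 °C, then lysed with luciferase reagent for 10 min at ambient before reading.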
Tb PFK block: blocks T. brucei phosphofructokinase; T. brucei PFK, ADP-Glo luminescence; O15648; Potency, µM (highest dose often 57.5 µM), for the others: at the top dose activity, negative = inhibition, actives largely listed as inhibitors; actives 0.17% (n = 330,000); AID 485367;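 also: potency is read from the fitted curve at half-maximal effect; 0% = uninhibited 1x PFK enzyme wells and -100% = no-enzyme wells; nearly all actives have a fitted effect of over 60% in size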
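Compounds were pin-transferred as a titration series up to 57 uM into substrate buffer (0.5 mM F6P, 0.1 mM ATP, pH 8.0), then 1.25 nM PFK was added and reactions ran 45 min before ADP-Glo detection.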
RORgamma inh: blocks mouse ROR gamma transcriptional activity | AID 2551 | P51450 | Drosophila S2 Gal4-RORgamma UAS-luciferase reporter, 20 h | Potency, µM (top dose mostly 53.6 µM), without a hit: at the highest dose activity change, negative = inhibition, most hits filed as inhibitors | actives 5.4% (n = 310,000); also: potency is read from the fitted curve at half-maximal effect; % is scaled to controls: 0 for no effect and ±100 for the full control effect; nearly all actives have a fitted effect of over 60% in size
Target sequence (P51450 whole entry, looked up, the tested form may be a part): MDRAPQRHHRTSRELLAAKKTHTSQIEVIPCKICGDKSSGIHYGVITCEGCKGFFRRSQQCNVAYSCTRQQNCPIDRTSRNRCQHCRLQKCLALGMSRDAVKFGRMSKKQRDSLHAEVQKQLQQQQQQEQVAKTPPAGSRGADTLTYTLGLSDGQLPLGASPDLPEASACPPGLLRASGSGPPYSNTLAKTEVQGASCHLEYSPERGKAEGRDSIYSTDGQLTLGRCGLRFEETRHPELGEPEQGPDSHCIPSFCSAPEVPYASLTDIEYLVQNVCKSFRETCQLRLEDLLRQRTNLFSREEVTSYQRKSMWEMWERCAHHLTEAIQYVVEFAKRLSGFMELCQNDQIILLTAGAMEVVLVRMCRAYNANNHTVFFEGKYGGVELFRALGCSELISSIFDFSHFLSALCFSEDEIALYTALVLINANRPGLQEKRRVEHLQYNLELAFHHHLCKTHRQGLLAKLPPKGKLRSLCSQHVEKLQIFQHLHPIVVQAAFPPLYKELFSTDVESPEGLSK
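A Gal4/UAS one-hybrid system in insect cells: metallothionein-promoter Gal4–ROR gamma fusion plus Photinus luciferase reporter. Copper sulfate 700 uM final, 20 hr ambient incubation, luminescent detection after 10 min with reagent.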
p53 reactivation: restores transcriptional activity of mutant p53 | Potency, µM (doses to about 92.2 µM), without a hit: at the top dose activity change, positive = activation, actives largely listed as activators | AID 504706 | actives 0.063% (n = 320,000) | H1299 p53-A138V BP100-luciferase reporter, luminescence, 24 h; also: potency is read from the fitted curve at half-maximal effect; % of control where 0% means no effect; nearly all actives have a fitted effect of over 45% in size
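p53-null H1299 cells stably carrying temperature-sensitive p53-A138V and a BP100-luciferase reporter were pinned with compounds (4-point, 1:5 series) and held 24 hrs at 37 deg C. Luminescence was read 10 min after detection reagent.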
ELG1 genotox: genotoxicity induction in ELG1-luciferase HEK293T cells | HEK293T ELG1-luciferase reporter, luminescence, 16 h | Potency, µM (series often up to 46 µM), inactives show at the highest dose activity change, positive = activation, actives largely listed as activators | actives 1.3% (n = 330,000); also: potency is read from the fitted curve at half-maximal effect; % of control where 0% means no effect; nearly all actives have a fitted effect of over 60% in size
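Genotoxicity was scored as increased ELG1-luciferase reporter signal, measured by ONE-Glo luminescence (30 min, room temperature). Compound or vehicle exposure of the HEK293T reporter cells lasted 16 hr at 37°C.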
Gal4-VP16 FLuc: Gal4-VP16 reporter inhibition counter-screen. Drosophila S2 Gal4-VP16 UAS-luciferase, luminescence, 20 h. Potency, µM (series often up to 53.6 µM), for inactives: at the top dose activity, negative = inhibition, hits mostly inhibitors. actives 3.5% (n = 310,000);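 also: Gal4-VP16 expression switched on by copper sulfate through the metallothionein promoter; potency is read from the fitted curve at half-maximal effect; % is scaled to controls: 0 for no effect and ±100 for the full control effect; nearly all actives have a fitted effect of over 50% in size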
FLuc counter: inhibits or activates purified firefly luciferase, miR-21 counter-screen | actives 6.9% (n = 360,000) | purified FLuc, Km substrates, luminescence inhibition | P08659 | Potency, µM (series often up to 57.5 µM), without a hit: at the top dose activity change, negative = inhibition, actives largely listed as inhibitors;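 also: potency is read from the fitted curve at half-maximal effect; plate controls were vehicle for no effect and reference inhibitor for full effect; nearly all actives have a fitted effect of over 55% in size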
Target sequence (P08659 whole entry, looked up): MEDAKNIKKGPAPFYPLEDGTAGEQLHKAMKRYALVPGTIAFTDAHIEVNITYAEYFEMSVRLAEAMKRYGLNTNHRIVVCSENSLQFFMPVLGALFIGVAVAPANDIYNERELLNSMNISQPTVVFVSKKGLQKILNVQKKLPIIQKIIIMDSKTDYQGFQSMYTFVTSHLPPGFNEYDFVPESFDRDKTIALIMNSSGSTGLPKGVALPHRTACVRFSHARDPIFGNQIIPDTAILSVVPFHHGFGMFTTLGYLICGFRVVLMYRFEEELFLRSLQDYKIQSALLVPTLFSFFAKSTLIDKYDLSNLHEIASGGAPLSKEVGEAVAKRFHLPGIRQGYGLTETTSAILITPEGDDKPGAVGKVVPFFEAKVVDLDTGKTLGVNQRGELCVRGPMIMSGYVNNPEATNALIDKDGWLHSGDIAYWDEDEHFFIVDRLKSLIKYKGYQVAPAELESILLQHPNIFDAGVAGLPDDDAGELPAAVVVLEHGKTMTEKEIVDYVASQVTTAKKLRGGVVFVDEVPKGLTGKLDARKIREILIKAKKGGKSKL
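Biochemical qHTS of compounds, final roughly 60 µM downward over six points, against 10 nM purified firefly luciferase using Km concentrations of substrates (10 uM D-luciferin, 10 uM ATP) in Tris acetate pH 7.5 buffer; luminescence output.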
ELG1 repair inh: ELG1-dependent DNA repair inhibition; HEK293T ELG1-luciferase reporter, luminescence, 16 h; DNA damage induced by 5-fluorouridine; AID 504467; actives 2.3% (n = 330,000); Potency, µM (top dose mostly 46.1 µM), for inactives: top-dose activity change, negative = inhibition, most hits filed as inhibitors; also: potency is read from the fitted curve at half-maximal effect; % is scaled to controls: 0 for no effect and ±100 for the full control effect; nearly all actives have a fitted effect of over 55% in size
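Luminescence from the luciferase reporter, measured 30 min after ONE-Glo reagent at room temperature, was the read-out. Beforehand, 2,000 cells per well were exposed for 16 hr at 37 °C to 5-fluorouridine together with compound or vehicle.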
BRCA1 expr up: BRCA1 expression activation. Potency, µM (series often up to 46.1 µM), without a hit: top-dose activation, most hits filed as activators. AID 624202. actives 1.1% (n = 380,000). MCF7-BRCA1-FFLuc reporter, luminescence, 48 h; response scale: scaled: vehicle 0%, 10 µM genistein 100%; also: potency is read from the fitted curve at half-maximal effect; nearly all actives have a fitted effect of over 80% in size; some results filed as inactive show a strong effect at the top dose
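Quantitative HTS in MCF7 cells stably reporting BRCA1 expression via firefly luciferase. Compound treatment lasts 48 h at 37 °C in phenol-red free MEM. Activation is expressed relative to genistein at 10 microM and DMSO.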
TRPV1 agonist: human TRPV1 agonism. Q8NER1. TRPV1-expressing cells, Fluo-8 calcium influx, agonist mode. activation, % at 8.33 µM. actives 0.19% (n = 320,000); in the data active = activation above about 80%; inconclusive = between about 30% and that limit; also: 0% is about no effect
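TRPV1-expressing cells were cultured overnight at 35.5C and loaded with Fluo-8 calcium dye for 40 to 90 min at room temperature. After a 10 s baseline, compound was added and calcium influx was read kinetically for 3 min (ex 480/em 520 nm).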
Starred values were filed as active, the others as inactive; ? = inconclusive; nt = not tested or not shown; [ ] = dose if it differs, or a comment. Unless noted, calls follow the shape of the dose curve; as a rule, active = well fitted curve in the direction sought with a large enough effect; inconclusive = small, poorly fitted or top-dose-only effect, or another doubt; inactive = no such curve, though single readings can be large; an effect the other way counts as inactive or inconclusive.

SMILES | NPC1 promoter act | Rab9 prom act | Tb PFK block | RORgamma inh | p53 reactivation | ELG1 genotox | Gal4-VP16 FLuc | FLuc counter | ELG1 repair inh | BRCA1 expr up | TRPV1 agonist
COc1ccc([C@@H]2CC=C(C(=O)O)[C@H](c3ccccc3F)N2S(=O)(=O)c2ccc(C)cc2)cc1OC | -2% | 2% | 5% | nt | 2% | 0% | nt | 2% | -1% | 0% | -1
O=C(O)C1Sc2[nH]c(=O)sc2C2c3cc(Cl)ccc3OC(=O)C12 (configuration not stated) | 3% | -10% | 2% | 26%[10 µM] | -1% | 0% | -1% | 4% | -4% | -33% | 2
Cc1cc2ccccn2c1C(=O)Nc1ccc(Cl)cc1 | 13% | ? | 5% | -29% | 12% | ? | -9% | ? | ? | -5% | 0
OCC[C@H]1C[C@H](O)[C@@H](O)[C@@]2(Cc3ccccc3O2)O1 | 1% | -6% | -2% | nt | 9% | 1% | nt | 1% | -1% | -10% | 1
O=S(=O)(Nc1ncn[nH]1)c1ccc2ccccc2c1 | -4% | -3% | 10% | -22% | 2% | -3% | 0% | 0% | 16% | 19% | -1
Cc1cnc(NC(=O)CCNC(=O)c2ccccc2Cl)s1 | 0% | -4% | -7% | 8% | 0% | 0% | 6% | -1% | -2% | -2% | -1
CCOC(=O)C1(CC2CCCCO2)CCN(C(=O)Nc2ccccc2SC)CC1 (configuration not stated) | -6% | 1% | 3% | 17% | -2% | -3% | -7% | -2% | -11% | 0% | 7
Cc1cc(=O)oc2cc(O[C@@H]3O[C@H](CO)[C@@H](O)[C@H](O)[C@H]3O)ccc12 | -4% | 0% | -5% | -40% | 4% | -1% | 8% | 1% | 14% | -2% | 1
Cc1ccccc1N=CC=C1OC(C)(C)C(C)(C)O1 | 0% | 8% | 16% | ? | 2% | -3% | ? | ? | ? | -5% | -5
O=C(NC1CC1)C1CC(=O)N(C2CCCCC2)C1 (configuration not stated) | 0% | -2% | 1% | -9% | 6% | 4% | -2% | -1% | -3% | -19% | nt
Cc1ccc(S(=O)(=O)/N=C(\N)Nc2nc(C)c3cc(C)c(C)cc3n2)cc1 | 0% | -5% | -5% | -27% | -3% | 2% | 5% | -1% | -25% | -45% | 1
O=C(NNC(=O)C1CCCN(c2ncccn2)C1)c1ccncc1 (configuration not stated) | 1% | -3% | 0% | -3% | -5% | -2% | -9% | 1% | -5% | 7% | 0
Nc1ccc(C#Cc2ccc3c(=O)c4ccccc4oc3c2)cc1 | 2.2µM* | 3.5µM* | -4% | -16% | 11% | ? | -1% | ? | ? | 10µM* | 0
COc1ccc(OCCOc2ccc(/C=C3\C(=N)N4N=C(C)SC4=NC3=O)cc2)cc1 | 0% | 0% | -10% | nt | 1% | 4% | nt | 4% | 11% | 44% | 2
COc1ccccc1/C=C/C(=O)NCc1ccccn1 | 2% | 7% | -1% | ? | 0% | -1% | -9% | -9% | 12% | 5% | -1
CCCCOC(=O)N1CCOCCOCCN(C(=O)OCCCC)CCOCCOCC1 | -4% | 0% | -1% | 5% | -3% | -3% | -1% | 3% | ? | -28% | 4
Cc1occc1C(=O)NNC(=S)NCC(C)C | 0% | 2% | -2% | -20% | 2% | -1% | 14% | -1% | -3% | -11% | 1
CCN(CC)c1ccc(CNC(=O)C/C(C)=N/NC(=O)COc2ccc(C)cc2Br)cc1 | 1% | 26% | 6% | ? | 1% | -2% | -27% | ? | 6% | -11% | 13
CONC(=O)C1CCN(C(=O)OCc2ccccc2)CC1 | ? | ? | -6% | 14% | 11% | 5% | -7% | -16% | 19% | 14µM* | -1
Cc1cc(-c2cccs2)c2c(N)c(C(=O)c3ccc4c(c3)OCO4)sc2n1 | 0% | 0% | 1% | -20% | -13% | -3% | 1% | ? | ? | -39% | 11
CC(Sc1nc2ncc(Cl)cc2[nH]1)C(=O)c1c(N)n(C)c(=O)n(C)c1=O (configuration not stated) | 0% | -2% | -3% | nt | 1% | 2% | nt | 4% | -2% | 3% | 1
COc1cc(/C=N/NC(=O)COc2ccc(C)cc2)ccc1OC(=O)c1cccs1 | -2% | 2% | 5% | 21% | ? | 11% | -11% | 11µM* | ? | -4% | -1
O=C(/C=C/c1ccccc1)NCCSCc1ccccc1Cl | 0% | -2% | -4% | 20% | -3% | ? | -5%[0.365 µM] | ? | 14% | 59% | ?
Cn1cccc1Cc1nnc(SCC(=O)Nc2ccc3c(c2)OCO3)n1-c1ccc(F)cc1 | -4% | -1% | -1% | 31% | 0% | -2% | -5% | 9% | -4% | 0% | 0
O=C(Nc1ccc(C(=O)N2CCCC2)cc1)c1ccccc1[N+](=O)[O-] | -9% | -5% | -4% | 8% | 6% | -1% | 11% | 1% | -1% | -1% | -3
COc1ccccc1CCN=C(N)NS(=O)(=O)c1ccc(C)c(C)c1 | 1% | 0% | -4% | 1% | -14% | -4% | -8% | 0% | -4% | -35% | 1
OCC1(O)OC[C@@H](O)[C@H]1O (some centres not stated) | 0% | 1% | -15% | 11% | 1% | -4% | 1% | -2% | 5% | 0% | -3
CCCCOC(=O)CSc1nc2c(cc1C#N)C(=O)CC(C)(C)C2 | 17% | ? | 1% | 8% | 3% | 7% | 16%[0.365 µM] | ? | ? | 62% | 15
CC1CN(C(=O)Nc2ccc(F)cc2)C2(CCCCCC2)O1 (configuration not stated) | -2% | -6% | -4% | 1% | -1% | 2% | 7% | 0% | 11% | -2% | ?
COc1ccc(CN2CCNC(=O)C2CC(=O)NCCSc2nccn2C)c(OC)c1 (configuration not stated) | -2% | -1% | 1% | 7% | 5% | 0% | 0% | 0% | 3% | -19% | -4
CN(C(=O)COC(=O)c1ccc(S(=O)(=O)N2CCOCC2)cc1)c1ccccc1 | nt | nt | -10% | nt | -2% | 2% | nt | nt | 17% | -20% | nt
O=c1cc(-c2ccccc2)nc(SCc2ccc(F)cc2)[nH]1 | -1% | -3% | 0% | -24% | -2% | -1% | ? | 1% | -25% | 16% | 1
C[C@H](CO)N1C[C@H](C)[C@@H](CN(C)C(=O)NC2CCCCC2)Oc2ccc(NS(C)(=O)=O)cc2C1=O | nt | nt | 0% | nt | 4% | 0% | nt | nt | ? | -1% | nt
CCOC(=O)c1cc2sc(C)cc2n1CC(=O)N1CCc2ccccc21 | -6% | 0% | 0% | 16% | 1% | -1% | 1% | 4% | -21% | -3% | 5
Cn1cc(S(=O)(=O)N2CCCC2)cc1C(=O)NCc1ccc(F)cc1 | -2% | -4% | -4% | ? | 3% | -2% | 0% | 1% | -4% | 3% | -5
CC(=O)C(CC(=O)N1CCCc2ccccc21)C(=O)Nc1ccc(F)cc1 (configuration not stated) | -3% | -5% | 1% | 10% | -3% | 1% | 3% | 1% | -2% | -17% | 6
O=S(=O)(Nc1ccon1)c1ccc(F)c(F)c1 | -5% | -3% | 0% | -3% | 7% | 10% | -8% | 6% | -7% | -2% | -3
Cc1ccc(C(=O)C2=C(O)C(=O)N(c3ncccn3)C2c2ccc(F)cc2)o1 (configuration not stated) | -6% | 2% | -1% | 5% | -3% | -4% | -3% | 0% | ? | -14% | 6
COc1cccc(/C=C2\Oc3cc(OCC(=O)N4CCCCC4)ccc3C2=O)c1OC | -5% | -7% | 2% | ? | ? | 2% | -5% | 9.5µM* | 2% | 0% | 15
C#CCOCCOCCOCCNc1nc(N2CCN(C(=O)C(Cc3ccc(O)cc3)n3cc(C(N)CC(C)C)nn3)CC2)nc(N2CCN(C(=O)C(Cc3ccc(O)cc3)n3cc(C(N)C(C)CC)nn3)CC2)n1 (configuration not stated) | -2% | 0% | -3% | 9% | 3% | 7% | -14% | 0% | 14% | 0% | -1
CCOc1ccc(NC(=S)NN(C)C(=S)Nc2ccc(OCC)cc2)cc1 | -3% | 1% | -2% | 7.9µM* | 14% | 0% | ? | 6% | 2% | 41% | 0
COc1ccc(NS(=O)(=O)c2cccc(C(=O)OCC(=O)N3CCN(c4ccc(OC)cc4)CC3)c2)cc1 | -4% | -9% | 0% | nt | -2% | ? | nt | -19% | 4.6µM* | -61% | -1
O=C1CC(c2cccc(Br)c2)c2cc3c(cc2N1)CCC3 (configuration not stated) | -30%[inhibitor] | -31%[inhibitor] | -5% | 22% | -9% | -2% | ? | -3% | ? | -73% | -3
N#C/C(=C\c1ccccc1)C(=O)Nc1nncs1 | -2% | 9% | 1% | ? | -1% | 0% | -6% | 19µM* | 14% | 0% | 5

Screening results deposited in PubChem BioAssay by National Center for Advancing Translational Sciences (NCATS).
